# ERK EGF block: inhibitors of EGF-stimulated ERK signaling pathway; HEK293-V1b, EGF-stimulated phospho-ERK AlphaScreen; Potency, µM (series often up to 11.5 µM), without a hit: at the highest dose activity change, negative = inhibition, hits mostly inhibitors; 130,000 tested, 0.41% active; active means well fitted inhibition curve with a large enough effect; inconclusive means small, poorly fitted or top-dose-only effect, or effect the other way;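 further: plate controls were stimulated vehicle wells for no effect and unstimulated vehicle basal for full effect; nearly all actives have a fitted effect of over 55% in size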
#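 HEK293 cells stably expressing V1b receptor, serum-reduced (1% FBS) overnight, pretreated 30 min with compound, then stimulated 5 min with 25 nM EGF; phospho-ERK detected by AlphaScreen SureFire. AC50 from Hill fits, normalized to DMSO and EGF.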
# * marks the source's active call; other numbers are inactive results; ? = inconclusive; [ ] = another dose, or the depositor's remark. Potency means the concentration at half of the fitted maximal effect. Not all compounds are listed. The share of hits here may be higher or lower than overall.
NS(=O)(=O)c1cccc(NC(=O)CCSc2ccc(Cl)cc2)c1
  ERK EGF block: -2%
Cn1c(CN2CCCCC2)nc2cc([N+](=O)[O-])ccc21
  ERK EGF block: 0%
CC(=O)OCC1=C(C(=O)O)N2C(=O)C(NC(=O)CCn3nc(C)c(Cl)c3C)C2SC1 (stereo not drawn)
  ERK EGF block: 3%[57.5 µM]
COc1cc(Cc2ccc(N)c(OC)c2)ccc1N
  ERK EGF block: -3%
CCOCCCNC(=S)Nc1cc(C)cc(C)c1
  ERK EGF block: 6%
Cc1cc2cc(C)c(NCCNC(=O)c3ccccc3F)nc2cc1C
  ERK EGF block: -2%
Cc1nnc(SCc2nnc(-c3cccs3)o2)s1
  ERK EGF block: -1%
Cc1ccc(Cl)cc1N1CCN(C(=O)c2ccc3nc[nH]c3c2)CC1
  ERK EGF block: 4%
CCN(CC)S(=O)(=O)c1ccc(Cl)c(NC(=O)c2cc(Cl)cc(Cl)c2)c1
  ERK EGF block: 0%
Cc1ccc(C(=O)NCCn2c(N)c(C#N)c3nc4ccccc4nc32)cc1
  ERK EGF block: -3%
CCOc1ccc2[nH]c3c(=O)n(CCc4ccc(OC)cc4)cnc3c2c1
  ERK EGF block: 2%[57.5 µM]
CC(C)(C)C(=O)/C(C#N)=C/c1ccc(O)cc1
  ERK EGF block: 5%
CCC(Sc1ccc2nnc(-c3cccnc3)n2n1)C(=O)OC (stereo not drawn)
  ERK EGF block: -3%
CN(C)c1ccc(/C=N/NC(=O)CCCO)cc1
  ERK EGF block: 2%
COc1ccccc1N1CCN(C(=O)c2cc(-c3ccc(Cl)c(Cl)c3)on2)CC1
  ERK EGF block: 0%

CCCN(C(=O)CSc1nc2c(cnn2-c2ccccc2)c(=O)[nH]1)C1CCS(=O)(=O)C1 (stereo not drawn)
  ERK EGF block: 2%
COc1cc(OC)cc(C(=O)N2CCC(C(=O)Nc3ccc4c(c3)OCCO4)CC2)c1
  ERK EGF block: -1%
COC(=O)CSc1nnc(-c2ccc(OC)c(OC)c2)o1
  ERK EGF block: -10%
CCOc1ccccc1C(=O)NN1C(=O)C2CCCCC2C1=O (stereo not drawn)
  ERK EGF block: -4%
CCN(C(=O)CC(C)C)c1nnc(Cn2nnc3ccccc32)s1
  ERK EGF block: 2%
O=C1OC(/C(=C\Nc2ccc(F)cc2F)[N+](=O)[O-])c2ccccc21 (stereo not drawn)
  ERK EGF block: 16%
CCN1CNC(=S)N(c2cccc(C)c2)C1
  ERK EGF block: 0%[57.5 µM]
Cc1onc(-c2ccccc2)c1C(=O)NNC(=S)NC(=O)c1ccc2c(c1)OCO2
  ERK EGF block: 8%[57.5 µM]
N#CCCN(CCC#N)C(=O)COc1ccc(Cl)cc1Cl
  ERK EGF block: -10%
CCn1cc(Cl)c(C(=O)NNC(=O)CCn2nc(C)c([N+](=O)[O-])c2C)n1
  ERK EGF block: -9%
Cc1cc(F)c(F)c(C(=O)N2CCCCC2C)c1Cl (stereo not drawn)
  ERK EGF block: 2%
Cc1cccc(N=Nc2ccc(O)c3ncccc23)c1
  ERK EGF block: ?
Cc1ccc2c(c1)C1CN(C)CCC1N2C(=O)COc1ccccc1F (stereo not drawn)
  ERK EGF block: -11%[57.5 µM]
COc1cc(NC(=S)NNC(=O)CC(C)C)c(OC)cc1Cl
  ERK EGF block: 3%
Cn1c(=S)oc2ccccc21
  ERK EGF block: -10%[57.5 µM]

Cc1csc(CN(C)C(=O)CC2C(=O)NCCN2CC(C)(C)C)n1 (stereo not drawn)
  ERK EGF block: 6%
CCC(C)(C)NC(=O)C(c1cccs1)N(C(=O)c1ccn[nH]1)c1cccc(OC)c1 (stereo not drawn)
  ERK EGF block: 3%
COc1cc(C(=O)NNC(=S)NC(=O)c2ccc(Cl)cc2)cc(OC)c1OC
  ERK EGF block: 7%
Cc1cccc(COCC(CC(C)C)N2CCN(C(=O)c3ccc(C(F)(F)F)cc3)CCC2=O)c1 (stereo not drawn)
  ERK EGF block: 1%
Cc1cccc2cncc(OCc3nnc(SC(F)F)n3C)c12
  ERK EGF block: 3%
COc1ccc(-c2csc(CCN3N=C(C)CC3=O)n2)cc1
  ERK EGF block: 5%
COc1ccc(CC(=O)OCn2nnc3ccccc3c2=O)cc1
  ERK EGF block: 5%
N#C/C(=C\c1cn(-c2ccccc2)nc1-c1cc2ccccc2o1)c1nc2ccccc2[nH]1
  ERK EGF block: 13%
CCOC(=O)CN(C(=O)Cn1nnc(-c2ccc(OC)cc2)n1)C(C(=O)NC1CCCC1)c1ccc(F)cc1 (stereo not drawn)
  ERK EGF block: 3%
CC(=O)N1CCC2(CCN(Cc3ccncc3)CC2)CC1
  ERK EGF block: -3%
Cc1nnc(SCC(=O)N2CCOCC2)[nH]c1=O
  ERK EGF block: -1%
Cc1ccc(S(=O)(=O)Nc2c(C)n(C)n(-c3ccccc3)c2=O)cc1
  ERK EGF block: 7%
O=S1(=O)C[C@@H](N2CCOCC2)[C@H](N2CCOCC2)C1
  ERK EGF block: -2%[57.5 µM]
CC(COC(=O)c1ccccc1)(COC(=O)c1ccccc1)/[N+]([O-])=C/c1ccccc1
  ERK EGF block: -1%
COc1ccnc(N=CNOCc2ccc(Cl)cc2)c1C#N
  ERK EGF block: 17%[57.5 µM]

# A section from the list above:
COc1cc(NC(=S)NNC(=O)CC(C)C)c(OC)cc1Cl
  ERK EGF block: 3%
Cn1c(=S)oc2ccccc21
  ERK EGF block: -10%[57.5 µM]
Cc1csc(CN(C)C(=O)CC2C(=O)NCCN2CC(C)(C)C)n1 (stereo not drawn)
  ERK EGF block: 6%
CCC(C)(C)NC(=O)C(c1cccs1)N(C(=O)c1ccn[nH]1)c1cccc(OC)c1 (stereo not drawn)
  ERK EGF block: 3%
COc1cc(C(=O)NNC(=S)NC(=O)c2ccc(Cl)cc2)cc(OC)c1OC
  ERK EGF block: 7%
Cc1cccc(COCC(CC(C)C)N2CCN(C(=O)c3ccc(C(F)(F)F)cc3)CCC2=O)c1 (stereo not drawn)
  ERK EGF block: 1%
Cc1cccc2cncc(OCc3nnc(SC(F)F)n3C)c12
  ERK EGF block: 3%
COc1ccc(-c2csc(CCN3N=C(C)CC3=O)n2)cc1
  ERK EGF block: 5%
COc1ccc(CC(=O)OCn2nnc3ccccc3c2=O)cc1
  ERK EGF block: 5%
N#C/C(=C\c1cn(-c2ccccc2)nc1-c1cc2ccccc2o1)c1nc2ccccc2[nH]1
  ERK EGF block: 13%
CCOC(=O)CN(C(=O)Cn1nnc(-c2ccc(OC)cc2)n1)C(C(=O)NC1CCCC1)c1ccc(F)cc1 (stereo not drawn)
  ERK EGF block: 3%
CC(=O)N1CCC2(CCN(Cc3ccncc3)CC2)CC1
  ERK EGF block: -3%
Cc1nnc(SCC(=O)N2CCOCC2)[nH]c1=O
  ERK EGF block: -1%
Cc1ccc(S(=O)(=O)Nc2c(C)n(C)n(-c3ccccc3)c2=O)cc1
  ERK EGF block: 7%
O=S1(=O)C[C@@H](N2CCOCC2)[C@H](N2CCOCC2)C1
  ERK EGF block: -2%[57.5 µM]
CC(COC(=O)c1ccccc1)(COC(=O)c1ccccc1)/[N+]([O-])=C/c1ccccc1
  ERK EGF block: -1%
COc1ccnc(N=CNOCc2ccc(Cl)cc2)c1C#N
  ERK EGF block: 17%[57.5 µM]

# The results go on.
Cc1cc(OCC(C)C)ccc1/C(O)=C1/C(=O)C(=O)N(Cc2cccnc2)C1c1ccncc1 (stereo not drawn)
  ERK EGF block: -1%
O=C1/C(=C/N(C(=O)c2ccco2)c2ccc(Br)cc2)Sc2ccccc21
  ERK EGF block: 10%
COc1ccc(/C=C/c2cc(=O)c3cc(Cl)ccc3o2)cc1
  ERK EGF block: 3%
O=C1NC(=O)/C(=C\c2ccc(O)cc2O)S1
  ERK EGF block: ?
Cc1cc(C(=O)CCl)c(C)n1CCc1ccc(F)cc1
  ERK EGF block: -5%
COc1cccc(OC)c1CN1CCCC(C(=O)c2ccccc2SC)C1 (stereo not drawn)
  ERK EGF block: 17%
COc1ccccc1Oc1c(C)oc2c(CN(C)C)c(O)ccc2c1=O
  ERK EGF block: -8%
O=C(O)c1ccc(-c2nnn(Cc3ccccc3F)n2)cc1
  ERK EGF block: -10%[57.5 µM]
O=c1ncn(-c2ccccc2C(F)(F)F)c2ncccc12
  ERK EGF block: 11%
O=c1[nH]c(SCc2cccc([N+](=O)[O-])c2)nc2[nH]ncc12
  ERK EGF block: 12%
C/C(CCc1ccc2c(c1)OCO2)=N\NC(=O)c1ccccc1Cl
  ERK EGF block: -5%
COc1cccc(C2Nc3cccc4cccc(c34)N2)c1
  ERK EGF block: 8%[57.5 µM]
O=C(Nc1cccc(-c2csc(Nc3ccc(Cl)cc3)n2)c1)c1cccc(C(F)(F)F)c1
  ERK EGF block: 9%[57.5 µM]
NC(=O)[C@@H]1CCCCNc2c(F)cc([N+](=O)[O-])cc2C(=O)N[C@@H](CC(=O)O)C(=O)N[C@@H](CCC(=O)O)C(=O)N1
  ERK EGF block: -5%
COc1ccc(/C=C/C(=O)OCC(=O)Nc2cc(C(F)(F)F)ccc2Cl)cc1
  ERK EGF block: 5%

COc1ccccc1NC(=S)N(Cc1ccccc1)Cc1cccs1
  ERK EGF block: 10%
CCO/N=C/C(=O)Nc1ccc(F)cc1F
  ERK EGF block: -22%[57.5 µM]
C=CCCCCCCCC(=O)OC
  ERK EGF block: -1%[57.5 µM]
COc1ccc(/C=C/C(=O)OCC(=O)Nc2cc(S(=O)(=O)N(C)C)ccc2Cl)cc1
  ERK EGF block: 5%
COc1ccccc1C(=O)NCC(=O)N/N=C/c1ccncc1
  ERK EGF block: -3%
CC(=O)Nc1ccc(NC(=O)C2CCCCC2C(=O)O)cc1 (stereo not drawn)
  ERK EGF block: 8%
O=c1ccc(Cl)n[nH]1
  ERK EGF block: -26%[57.5 µM]
Cc1ccc(C(=O)N/N=C2/NC(=O)CC(C(=O)Nc3ccccc3)S2)cc1 (stereo not drawn)
  ERK EGF block: 3%
COC(=O)[C@H]1C[C@@H]1[C@H](NS(=O)(=O)c1ccc(-c2ccccc2)cc1)c1ccccc1
  ERK EGF block: -8%
O=C(Nc1nc2nccc(-c3ccccc3)n2n1)C(Cl)(Cl)Cl
  ERK EGF block: 5%
Cc1ccc(CNS(=O)(=O)c2cccc3nsnc23)cc1
  ERK EGF block: -4%
COc1ccc(-n2c(=O)c(CCc3ccccc3)nc3cnc(N4CCNCC4)nc32)cc1
  ERK EGF block: -18%
N=C1SC(CC(=O)Nc2ccccc2[N+](=O)[O-])C(=O)N1c1ccccc1 (stereo not drawn)
  ERK EGF block: -28%[57.5 µM]
Cc1ccc(Cl)cc1N1CCN(C(=O)C(=O)N2CCCCC2)CC1
  ERK EGF block: -10%
O=C(O)c1cccc(N2C(=O)C3CC=CCC3C2=O)c1 (stereo not drawn)
  ERK EGF block: -5%

CC1(C)CC(=O)c2c(oc3ccc(NS(=O)(=O)c4ccc(C(=O)O)cc4)cc23)C1
  ERK EGF block: -3%
CC(=O)Nc1ccc(S(=O)(=O)N2CCN(c3cc(C(F)(F)F)ccn3)CC2)cc1
  ERK EGF block: 4%[57.5 µM]
COc1ccc(OCCCC(=O)NCCc2ccc(OC)c(OC)c2)cc1
  ERK EGF block: -1%
O=[N+]([O-])c1cccc(S(=O)(=O)NCCc2cn3ccccc3n2)c1
  ERK EGF block: 14%[57.5 µM]
Cc1ccc(Sc2ncnc(N)c2[N+](=O)[O-])cc1
  ERK EGF block: 15%
O=C(/C=C/c1cn(-c2ccccc2)nc1-c1cccnc1)N1CCCC1
  ERK EGF block: 3%
O=c1c(Cl)c(NC2CC2)cnn1-c1ccccc1
  ERK EGF block: 8%
CCCn1c(-c2ccc(F)cc2)nc2c(N3CCC(N(C)C)C3)nc(C)nc21 (stereo not drawn)
  ERK EGF block: -4%
O=C(c1ccc(Cl)c([N+](=O)[O-])c1)N1CCN(c2ccccn2)CC1
  ERK EGF block: 7%
CN(C)c1ccc(-n2cccc2)cc1
  ERK EGF block: 6%[57.5 µM]
COc1cc(C2C(C#N)=C(N)N(c3ccc(F)cc3)C3=C2S(=O)(=O)CC3)ccc1O (stereo not drawn)
  ERK EGF block: 2%
CNC(=O)/C(C#N)=C/c1c(N(Cc2ccccc2)Cc2ccccc2)nc2ccccn2c1=O
  ERK EGF block: -3%
O=C(COc1ccccc1)Nc1ccc(NC(=O)c2ccco2)cc1
  ERK EGF block: 0%
O=C(O)c1ccc(-c2nc3ccccc3s2)o1
  ERK EGF block: -9%[57.5 µM]
Cc1ccc(/C=C/C(=O)CCC(=O)O)cc1
  ERK EGF block: 1%

CC1=[N+](CC(=O)c2ccccc2)CCn2cccc21
  ERK EGF block: -1%
COC(=O)CC1C(=O)NCCN1C(=O)CSc1nc2cc(Cl)ccc2o1 (stereo not drawn)
  ERK EGF block: 0%
Cc1ccc(C(=O)NC(=C(Cl)Cl)S(=O)(=O)c2ccccc2)cc1
  ERK EGF block: 4%
CC(=NCCc1c(C)[nH]c2ccc(OCc3ccccc3)cc12)C1=C(O)CC(c2ccccc2)CC1=O (stereo not drawn)
  ERK EGF block: 0%
NC(=O)CSC1=Nc2ccccc2C2=NC(c3ccccc3)C(=O)N12 (stereo not drawn)
  ERK EGF block: 1%
Nc1[nH]c(=O)ncc1F
  ERK EGF block: 4%[57.5 µM]
COc1cc(-c2coc3cc(O[C@H]4OC(CO)C(O)C(O)C4O)c(OC)c(O)c3c2=O)cc(O)c1OC (stereo partly drawn)
  ERK EGF block: 17%
NC(=O)c1cnccn1
  ERK EGF block: -14%[57.5 µM]
Cc1cccc(NC(=O)C2CCCC2)c1
  ERK EGF block: 6%
Cc1ccnn1CC(=O)N/N=C/c1cccs1
  ERK EGF block: 2%
CCOC(=O)c1sc(S(C)(=O)=O)c2c1CCc1conc1-2
  ERK EGF block: -1%[57.5 µM]
